ATXN2 expr inh: Primary qHTS for Inhibitors of ATXN expression | 360,000 tested, 0.72% active | HEK-293 ATXN2-luciferase reporter, luminescence, 24 h | Potency, µM (doses to about 57 µM), inactives show top-dose activity change, negative = inhibition, usual class: inhibitors | AID 1745845, 2022; also: potency is read from the fitted curve at half-maximal effect; % is scaled to controls: 0 for no effect and ±100 for the full control effect; nearly all actives have a fitted effect of over 55% in size
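ATXN2-luciferase reporter cells (luciferase flanked by upstream and downstream ATXN2 gene portions) were treated 24 h at 37 °C with compounds at up to 57 uM. SteadyGlo luminescence gave expression; GF-AFC fluorescence gave viability.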
WRN inhibitor: qHTS for Inhibitors of WRN Helicase | Bifunctional 3'-5' exonuclease/ATP-dependent helicase WRN (Homo sapiens), Q14191 | Potency, µM (highest dose often 114 µM), without a hit: at the top dose activity change, negative = inhibition, usual class: inhibitors | AID 651768, 2012 | WRN helicase unwinding, fluorescent forked duplex, kinetic | 360,000 tested, 0.46% active; also: potency is read from the fitted curve at half-maximal effect; % is scaled to controls: 0 for no effect and ±100 for the full control effect; nearly all actives have a fitted effect of over 55% in size
Target sequence (Q14191 whole entry, looked up): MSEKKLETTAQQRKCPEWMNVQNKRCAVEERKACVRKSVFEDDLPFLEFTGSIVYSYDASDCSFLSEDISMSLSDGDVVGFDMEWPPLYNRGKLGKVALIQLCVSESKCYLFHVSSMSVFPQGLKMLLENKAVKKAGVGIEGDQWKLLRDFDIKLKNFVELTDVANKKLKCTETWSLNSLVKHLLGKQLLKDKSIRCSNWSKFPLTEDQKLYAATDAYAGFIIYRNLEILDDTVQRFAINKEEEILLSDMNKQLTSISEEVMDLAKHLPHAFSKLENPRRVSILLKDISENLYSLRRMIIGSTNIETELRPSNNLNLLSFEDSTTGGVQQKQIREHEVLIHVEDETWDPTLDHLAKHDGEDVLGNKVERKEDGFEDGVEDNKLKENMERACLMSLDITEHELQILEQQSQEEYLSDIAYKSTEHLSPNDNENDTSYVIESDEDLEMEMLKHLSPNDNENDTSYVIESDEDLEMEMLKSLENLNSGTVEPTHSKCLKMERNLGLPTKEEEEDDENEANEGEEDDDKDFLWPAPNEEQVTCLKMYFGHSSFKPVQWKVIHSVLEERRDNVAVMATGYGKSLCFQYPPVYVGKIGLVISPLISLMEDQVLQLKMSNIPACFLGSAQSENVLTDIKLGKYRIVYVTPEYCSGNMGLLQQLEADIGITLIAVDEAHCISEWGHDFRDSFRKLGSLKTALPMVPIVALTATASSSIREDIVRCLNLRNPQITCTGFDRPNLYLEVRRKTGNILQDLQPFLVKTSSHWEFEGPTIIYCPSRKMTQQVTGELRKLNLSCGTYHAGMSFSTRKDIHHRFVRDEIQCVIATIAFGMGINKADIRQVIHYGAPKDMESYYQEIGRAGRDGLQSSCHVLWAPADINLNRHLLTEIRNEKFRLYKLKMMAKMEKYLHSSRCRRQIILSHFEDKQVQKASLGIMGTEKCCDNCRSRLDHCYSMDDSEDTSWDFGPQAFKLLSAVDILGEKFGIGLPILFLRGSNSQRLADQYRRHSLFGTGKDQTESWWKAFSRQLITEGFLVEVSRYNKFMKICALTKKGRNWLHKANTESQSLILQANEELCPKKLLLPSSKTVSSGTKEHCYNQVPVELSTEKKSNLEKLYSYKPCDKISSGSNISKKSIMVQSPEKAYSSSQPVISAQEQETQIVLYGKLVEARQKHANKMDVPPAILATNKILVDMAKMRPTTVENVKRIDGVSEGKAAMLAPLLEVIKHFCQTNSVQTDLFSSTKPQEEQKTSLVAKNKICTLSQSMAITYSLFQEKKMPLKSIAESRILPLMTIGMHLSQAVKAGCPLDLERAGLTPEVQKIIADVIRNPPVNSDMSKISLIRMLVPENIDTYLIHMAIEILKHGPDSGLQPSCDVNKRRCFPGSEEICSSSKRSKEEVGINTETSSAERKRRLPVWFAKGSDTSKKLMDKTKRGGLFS
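Screening of the MLSMR collection measured strand separation of a quenched forked DNA duplex (100 nM) by 20 nM WRN with 2 mM ATP, all final. Compounds were preincubated with enzyme 15 min at room temperature.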
SW480 rerep: A quantitative high throughput screen for small molecules that induce DNA re-replication in SW480 colon adenocarcinoma cells; SW480 DNA re-replication, Hoechst DNA content imaging, 48 h; Potency, µM (titrated, usually from 46.1 µM), for inactives: at the highest dose re-replication activation, most hits filed as activators; 340,000 tested, 1.8% active; AID 624297, 2012; also: potency is read from the fitted curve at half-maximal effect; % of control where 0% means no effect; nearly all actives have a fitted effect of over 55% in size
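Cells (250 per well) received 23 nL compound or DMSO by pin tool and were kept 48 hr at 37 C, 5% CO2. Nuclei were then stained with Hoechst for 40 min and scanned for DNA content.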
KB-3-1 cytotox: qHTS assay for MDR1-selective chemotherapeutics: Primary screen using the parental adenocarcinoma cell KB-3-1; KB-3-1 viability, CellTiter-Glo ATP luminescence, 72 h; Potency, µM (doses to about 46.1 µM), for the others: at the top dose activity change, negative = cytotoxic, most hits filed as cytotoxic; 400,000 tested, 1.4% active; AID 1347075, 2019; also: potency is read from the fitted curve at half-maximal effect; % is scaled to controls: 0 for no effect and ±100 for the full control effect; nearly all actives have a fitted effect of over 60% in size
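Luminescent ATP read-out (CellTiter-Glo) measures survival of drug-naive KB-3-1 cells after 72 h compound exposure at 37 °C. Titration series was screened from lowest to highest concentration, with DMSO vehicle plates as background controls.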
IL-1B inflam inh: qHTS for Inhibitors of Inflammasome Signaling: IL-1-beta AlphaLISA Primary Screen; activity change, % at 57.5 µM; THP-1 LPS/ATP IL-1B secretion, AlphaLISA, 16 h; active compounds read low; 360,000 tested, 4.7% active; in the data active = activity change below about -50%; inconclusive = mostly about -30% to -49%; also: % is scaled to controls: 0 for no effect and ±100 for the full control effect
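Secreted IL-1B measured by AlphaLISA bead assay after 16 h compound exposure of THP-1 cells; compounds (final up to 57.5 uM) added 1 h before LPS (250 ng/mL) and ATP (1.25 mM) stimulation; lower signal means less secretion.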
HT1080-NT tox: qHTS for induction of synthetic lethality in tumor cells producing 2HG: qHTS for the HT-1080-NT fibrosarcoma cell line. HT-1080-NT fibrosarcoma viability, CellTiter-Glo ATP luminescence, 48 h. Potency, µM (series often up to 46.1 µM), inactives show top-dose activity, negative = less viability, actives largely listed as cytotoxic. 360,000 tested, 1.6% active;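 also: NT is the 2HG producing partner of a matched IDH1 knockdown line; potency is read from the fitted curve at half-maximal effect; 0% = DMSO-treated cells and -100% = media-only wells without cells; nearly all actives have a fitted effect of over 55% in size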
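HT-1080-NT; 750 cells/well; 5% FBS RPMI; 48 h compound, 37 degrees C; CellTiter-Glo luminescence; curve fitting and curve-class assignment.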
MCF10A rerep: A quantitative high throughput screen for small molecules that induce DNA re-replication in MCF 10a normal breast cells; 350,000 tested, 2.9% active; MCF 10A DNA re-replication, Hoechst nuclear intensity, 48 h; AID 624296, 2012; Potency, µM (titrated, usually from 46.1 µM), for inactives: top-dose activity, positive = re-replication, actives largely listed as activators; also: potency is read from the fitted curve at half-maximal effect; % of control where 0% means no effect; nearly all actives have a fitted effect of over 50% in size
HT1080 IDH1KD tx: qHTS for induction of synthetic lethality in tumor cells producing 2HG: qHTS for the HT-1080-IDH1KD cell line | HT-1080 IDH1 knockdown viability, ATP luminescence, 48 h | Potency, µM (series often up to 46.1 µM), inactives show at the top dose activity, negative = toxicity, actives largely listed as cytotoxic | 360,000 tested, 2% active;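 also: potency is read from the fitted curve at half-maximal effect; 0% = DMSO wells and -100% = cell-free medium wells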
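Knockdown cells (IDH1KD HT-1080) received compounds 2 h after plating at 750 cells/well and were kept 48 h at 37 °C in 5% FBS RPMI. A CellTiter-Glo luminescence read gave % activity for curve fitting.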
KB-V1 cytotox: qHTS assay for MDR1-selective chemotherapeutics: Primary screen using the drug-selected MDR subline cells KB-V1. KB-V1 MDR cells viability, CellTiter-Glo, 72 h. Potency, µM (highest dose often 46.1 µM), inactives show at the top dose activity change, negative = cytotoxicity, hits mostly cytotoxic. 400,000 tested, 3.4% active. AID 1347076, 2019; also: potency is read from the fitted curve at half-maximal effect; % is scaled to controls: 0 for no effect and ±100 for the full control effect; nearly all actives have a fitted effect of over 60% in size
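KB-V1, DMEM (no phenol red) + 10% FBS; cpd pin-transferred, titration series; 72 h, 37 degrees C; CellTiter-Glo, luminescence. Data normalized, curve-fit.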
Starred values were filed as active, the others as inactive; ? = inconclusive; . = no result given; [ ] = another dose, or the depositor's remark. Unless noted, calls follow the shape of the dose curve; as a rule, active = well fitted curve in the direction sought with a large enough effect; inconclusive = small, poorly fitted or top-dose-only effect, or another doubt; inactive = no such curve, though single readings can be large; an effect the other way counts as inactive or inconclusive.

SMILES	ATXN2 expr inh	WRN inhibitor	SW480 rerep	KB-3-1 cytotox	IL-1B inflam inh	HT1080-NT tox	MCF10A rerep	HT1080 IDH1KD tx	KB-V1 cytotox
CCCCN(C(=O)c1ccc(C)cc1)c1c(N)n(CCC)c(=O)[nH]c1=O	-17%	3%	-11%	15%	5	8%	-1%	10%	10%
CC(NC(=O)c1ccco1)c1ccc2c(c1)OCCO2 (stereo unspecified)	5%	6%	-11%	0%	-9	8%	-4%	11%	0%
CN1CCN(S(=O)(=O)c2ccc(NC(=S)NC(=O)C3CC3)cc2)CC1	5%	-1%	-9%	9%	0	7%	-1%	13%	-22%
Cc1cc(C)nc(N2CCC(C(=O)NNC(=O)c3ccccc3)CC2)n1	9%	-5%	-5%	0%	-5	0%	1%	0%	-21%
CCCNS(=O)(=O)c1ccc(CCC(=O)Nc2ccc3c(c2)OCCO3)cc1	-5%	-13%	1%	4%	-14	4%	-23%	4%	6%
O=C(CN1CCOCC1)Nc1ccc(OC(F)(F)F)cc1	.	12%	-3%	-1%	12	5%	-1%	0%	16%
CCCn1ncc(/C=N/O)c1C	19%	-19%	?	-2%	21	-1%	3%	-1%	25%
COc1cc(OC)cc(C(=O)Nc2cc(-c3cn4cccnc4n3)ccc2C)c1	-8%	-2%	4%	?	40	?	?	?	-19%
Cc1ccc(C(=O)c2ccc(C)cc2)cc1	0%	-3%[57.1 µM]	-1%	-1%	-25	21%	-1%	25%	-14%
CC1(CCC(=O)O)C(=O)CCC2C1CCC1(C)C2CCC1(C)O (stereo unspecified)	7%	3%	-1%	1%	-9	3%	-1%	2%	?
COc1ccc(-c2cc(C(=O)N3CCN(C(=O)c4ccccc4F)CC3)[nH]n2)cc1	.	5%	-10%	-7%	-26	10%	-5%	0%	11%
COCc1[nH]nc2c1C(c1cc(OC)c(O)c(OC)c1)C(C#N)=C(N)O2 (stereo unspecified)	68%[activator]	-13%	3%	-5%	-7	22%	-1%	22%	5%
Cc1cc(C(=O)NCc2ccccc2Cl)c2ccccc2n1	18%	-20%	-3%	-3%	3	-16%	-13%	-1%	?
Cc1cnc(CN(C)Cc2nc(Cc3cccc(C(F)(F)F)c3)no2)[nH]1	-12%	-4%	-38%	-1%	0	-4%	-10%	-13%	?
COC(=O)c1ccc(NC(=O)COc2ccc([N+](=O)[O-])cc2)cc1	-21%	-23%	-14%	-1%	5	-2%	0%	-7%	7%
CCOC(=O)CNC(=O)CSc1nc2cccnc2n1Cc1ccccc1	-3%	4%	14%	0%	0	-4%	11%	-3%	-1%
CC(C#N)N1CCN(S(=O)(=O)c2ccc3c(c2)CCC3)CC1 (stereo unspecified)	.	1%	-1%	-2%	-6	-1%	19%	0%	17%
Cc1nc([N+](=O)[O-])c(Br)n1Cc1ccc(Cl)c(Cl)c1	.	-27%	?	?	-60*	?	21µM*	?	?
CN1CCN(C(=O)c2ccc3c(c2)OCCO3)CC1	-2%	-2%	0%	1%	42	26%	-7%	12%	2%
CN(CC(=O)Nc1ccc(F)cc1)C(=O)c1cc([N+](=O)[O-])ccc1N1CCOCC1	-10%	-6%	-7%	7%	-8	-5%	2%	-6%	-19%
COc1ccc(-c2cc(NC=O)c3ncc(-c4cc(OC)c(OC)c(OC)c4)n3c2)cc1	-4%	79µM*	.	?	108	?	.	?	0.046µM*
Cc1cc(-c2cc(C(=O)NCc3ccccc3)on2)nc(NCC2CC2)n1	-3%	-2%	-26%	13%	4	-10%	0%	-19%	-20%
CC(C)(CO)Nc1ccc([N+](=O)[O-])cc1[N+](=O)[O-]	1%	1%	-4%	-15%	3	-8%	-5%	-9%	?
O=C(CSc1ncccc1-c1nc2ccccc2[nH]1)N1CCN(c2ccccc2F)CC1	4%	-6%	10%	0%	-23	-14%	1%	-18%	7%

Record cards, from the list above. Order of values: ATXN2 expr inh	WRN inhibitor	SW480 rerep	KB-3-1 cytotox	IL-1B inflam inh	HT1080-NT tox	MCF10A rerep	HT1080 IDH1KD tx	KB-V1 cytotox
`CN1CCN(S(=O)(=O)c2ccc(NC(=S)NC(=O)C3CC3)cc2)CC1` is entered as 5%	-1%	-9%	9%	0	7%	-1%	13%	-22%
`Cc1nc([N+](=O)[O-])c(Br)n1Cc1ccc(Cl)c(Cl)c1` is entered as .	-27%	?	?	-60*	?	21µM*	?	?
`CN(CC(=O)Nc1ccc(F)cc1)C(=O)c1cc([N+](=O)[O-])ccc1N1CCOCC1` is entered as -10%	-6%	-7%	7%	-8	-5%	2%	-6%	-19%

Next section:
SMILES	ATXN2 expr inh	WRN inhibitor	SW480 rerep	KB-3-1 cytotox	IL-1B inflam inh	HT1080-NT tox	MCF10A rerep	HT1080 IDH1KD tx	KB-V1 cytotox
COc1ccc(NC(=O)C2(c3cccs3)CCOCC2)cc1	-1%	-10%	24%	0%	37	-1%	3%	17%	9%
Cc1cc(NC(=O)CCCN2C(=O)c3cccc4cccc(c34)C2=O)no1	-16%	-8%	0%	-2%	-3	?	1%	?	-13%
COc1cc(NC(=O)c2ccccc2F)c(OC)cc1NC(=O)CN1CCCCC1	-8%	-16%	-18%	-28%	-57*	-14%	?	-20%	-15%
CCn1c(-c2ccc(N(C)C)cc2)nc2ccccc21	11%	-15%	8%	13µM*	-12	-2%	15%	?	16µM*
C=CCN1C(=O)/C(=C2/Sc3ccccc3N2CC)SC1=S	-14%	12%	?	-7%	32	-1%	?	1%	-7%
CS(=O)(=O)N(CC(=O)NCc1ccccc1Cl)Cc1ccccc1	-5%	10%	0%	-4%	-7	-5%	-5%	-3%	-28%
C=CCOc1cc(OC)c(OC)c(OC)c1	0%	-9%	2%	-12%	-3	-1%	4%	10%	-14%
Cc1cccnc1NC(=O)c1cc2c(=O)oc3ccccc3c2s1	7%	-2%	67%	15%	-6	1%	-2%	0%	?
O=C(COC(=O)c1cccc(Cl)c1)NC(=O)NCc1ccccc1	-2%	-24%	-2%	-2%	3	1%	5%	5%	4%
COc1ccc(S(=O)(=O)N2CCCCCC2)cc1C(=O)N1CCN(c2ccc(F)cc2)CC1	-22%	0%	-11%	-8%	?	-3%	4%	0%	?
O=C(CN1CCc2ccccc2C1)Nc1ccccc1F	-15%	-31%	-46%[inhibitor]	10%	-19	9%	?	15%	14%
O=C(NCc1ccc(Cl)c(Cl)c1)c1cc(C2CCCCN2C(=O)OCCF)on1 (stereo unspecified)	-29%	-10%	.	0%	-23	?	.	?	3%
CCCOCC(O)CC(Cc1ccccc1)C(=O)NN (stereo unspecified)	.	-4%	-18%	1%	9	5%	-1%	6%	16%
O=C(NCCc1ccc(F)cc1)c1coc(=O)c(Br)c1	.	-9%	18%	?	-91*	?	4.1µM*	?	6%
CCCN(/C=N/c1sc2c(c1C#N)CCCCC2)CCC	25%	-14%	15%	-4%	16	0%	?	-6%	?
CCOc1ccc(Nc2ccc(N)c(S(=O)(=O)O)c2)cc1	-4%	?	2%	1%	14	-13%	-17%	0%	?
N#C/C(=C\c1c(N2CCC(C(N)=O)CC2)nc2ccccn2c1=O)S(=O)(=O)c1ccccc1	0%	0%	-2%[9.22 µM]	16%	4	-4%	-4%	-6%	16%
COc1ccc(/C=C2\SC(=S)N(N3CCOCC3)C2=O)c(OC)c1	2%	5%	-15%	0%	0	7%	14%	12%	?
Cc1nc2ccccc2n1CC(O)COCC1CC=CCC1 (stereo unspecified)	-19%	-2%	0%	?	?	-2%	?	-7%	?
On1nnc2ccc3ccccc3c21	3%	-14%[57.1 µM]	-700%[inhibitor]	4%	8	14%	0%	14%	-5%
O=C(CSc1nc2ccccc2c(=O)n1-c1ccc(F)cc1)Nc1ccc2c(c1)CCC2	-17%	-1%	25%	-1%	12	18%	5%	-13%	-27%
CCC(C)[C@H](NC(=O)C1CC(=O)N(c2ccc3c(c2)OCCO3)C1)C(=O)NC1CCCC1 (stereo partly specified)	-13%	5%	6%	14%	7	0%	-2%	11%	19%
O=c1[nH]c(=O)c2cc3ccccc3nc2[nH]1	-18%	5%	-3%	7%	0	12%	4%	12%	-3%
O=S(=O)(c1cccc(Cl)c1)N1CCC(c2nc3ccccc3[nH]2)CC1	0%	-7%	17%	1%	-13	-6%	8%	-7%	8.2µM*
O=C(c1ccccc1)c1ccc(Oc2ccc(C(=O)O)c(C(=O)O)c2)cc1	.	-1%	-2%	0%	-2	12%	11%	2%	7%
O=C(c1ccc([N+](=O)[O-])cc1[N+](=O)[O-])N1CCCC1	-9%	1%	0%	4%	15	0%	2%	-4%	7%
CN(CCO)C(=O)c1ccc(-c2nn(C)c(=O)c3ccccc23)cc1	0%	-10%	-6%	0%	28	0%	0%	-1%	-14%
Cc1ccccc1NC(=O)C(C)SCc1ccccc1 (stereo unspecified)	22%	14%	-2%	-3%	27	4%	2%	6%	0%
COc1ccccc1N1CCN(C(=O)C(F)F)CC1	-4%	-4%	-5%	9%	19	4%	-3%	19%	0%
Cc1ccc(C(=O)N2CCN(S(=O)(=O)N3CCOCC3)CC2)cc1	7%	3%	?	22%	-2	4%	-2%	11%	?
O=C(Oc1coc(CSc2nnc(NC(=O)C3CC3)s2)cc1=O)c1ccccc1	1%	-11%	-47%[inhibitor]	7%	-5	1%	3%	-11%	18%
CCN1CCN(CCCNC(=O)CCc2nc(-c3ccc(OC)cc3)no2)CC1	-1%	6%	7%	13%	27	3%	-12%	7%	0%

Screens from PubChem.
